Assay outcomes deposited in PubChem BioAssay by National Center for Advancing Translational Sciences (NCATS).
MBNL1 CUG block: blocks human MBNL1 binding to CUG repeat RNA; TR-FRET MBNL1-His/biotin-(CUG)12 binding, 665/545 ratio; Potency, µM (series often up to 57.5 µM), inactives show at the highest dose activity change, negative = inhibition, most hits filed as inhibitors; 280,000 tested, 0.036% active; AID 2675; active = well fitted inhibition curve with a large enough effect in the signal ratio, with a control signal flat, not every such curve was filed as active; inconclusive = small, poorly fitted or top-dose-only effect, or effect the other way, or a change in a side signal; inactive = no such curve, though single readings can be large or run the other way; the % refers to the signal ratio; also: potency is read from the fitted curve at half-maximal effect; % is scaled to controls: 0 for no effect and ±100 for the full control effect
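MBNL1-His + Biotin-(CUG)12, cpd titration 92 nM–58 uM; Tb anti-His Ab 0.055 ng/ul, SA-XL665 5 nM (final); 60 min RT; ratiometric 665/545 nm, Ex 340 nm; normalized to buffer and full-complex controls.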
PTAP TSG101 blk: blocks PTAP/TSG101 interaction to inhibit HIV-1 budding; Potency, µM (doses to about 115 µM), for the others: top-dose activity change, negative = inhibition, actives largely listed as inhibitors; Fluorescence polarization, FITC-PTAP peptide / Tsg101 binding; Q99816; 340,000 tested, under 10 active; active = well fitted inhibition curve with a large enough effect in the main read-out, with a control signal flat, not every such curve was filed as active; inconclusive = small, poorly fitted or top-dose-only effect, or effect the other way, or a change in a side signal; inactive = no such curve, though single readings can be large or run the other way; also: potency is read from the fitted curve at half-maximal effect; % of control where 0% means no effect
Target sequence (Q99816 whole entry, looked up): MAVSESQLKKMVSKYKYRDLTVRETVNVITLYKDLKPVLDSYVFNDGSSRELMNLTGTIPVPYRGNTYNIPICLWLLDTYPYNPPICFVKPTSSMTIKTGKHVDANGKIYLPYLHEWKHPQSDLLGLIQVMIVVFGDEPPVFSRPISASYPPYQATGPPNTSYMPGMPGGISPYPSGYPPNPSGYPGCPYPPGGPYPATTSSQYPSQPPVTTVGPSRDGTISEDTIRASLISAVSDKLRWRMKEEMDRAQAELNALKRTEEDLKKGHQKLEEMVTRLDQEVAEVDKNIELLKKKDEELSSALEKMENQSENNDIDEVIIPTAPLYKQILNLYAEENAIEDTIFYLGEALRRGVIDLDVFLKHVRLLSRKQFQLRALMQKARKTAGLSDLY
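Compounds were pin-transferred onto Tsg101 binding domain (10 uM final) in HEPES pH 7.5 buffer, then FITC-PTAP peptide was added at 50 nM final. After 20 min at RT, polarization reported peptide displacement across a qHTS concentration series.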
CXXC DNA block: inhibitors of human MLL CXXC domain-DNA interaction | Q03164 | MLL-CXXC / FITC-HOXA9 DNA fluorescence polarization | Potency, µM (highest dose often 115 µM), for the others: top-dose activity change, negative = inhibition, actives largely listed as inhibitors | 290,000 tested, 0.037% active; active = well fitted inhibition curve with a large enough effect in the polarisation, with a control signal flat, not every such curve was filed as active; inconclusive = small, poorly fitted or top-dose-only effect, or effect the other way, or a change in a side signal; inactive = no such curve, though single readings can be large or run the other way; the % refers to the polarisation; also: potency is read from the fitted curve at half-maximal effect
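Fluorescence polarization: 7 uM MLL-CXXC (stock) preincubated 5 min with compounds, then 50 nM fluorescein-HOX-A9 DNA (stock) added; 30 min ambient. Buffer 50 mM Tris-HCl pH 7.5, 50 mM NaCl, 1 mM DTT, 0.05% BSA.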
Menin-MLL TR inh: displaces Texas Red mutant MLL peptide from human menin. O00255. Menin + Texas Red MLL mutant peptide, fluorescence polarization. Potency, µM (doses to about 61.6 µM), for the others: top-dose FP activity change, negative = inhibition, most hits filed as inhibitors. 270,000 tested, 0.23% active; active = well fitted inhibition curve with a large enough effect in the polarisation, with a control signal flat, not every such curve was filed as active; inconclusive = small, poorly fitted or top-dose-only effect, or effect the other way, or a change in a side signal; inactive = no such curve, though single readings can be large or run the other way; the % refers to the polarisation; also: potency is read from the fitted curve at half-maximal effect; % of control where 0% means no effect; many of its hits are not listed in these tables
Target sequence (O00255 whole entry, looked up): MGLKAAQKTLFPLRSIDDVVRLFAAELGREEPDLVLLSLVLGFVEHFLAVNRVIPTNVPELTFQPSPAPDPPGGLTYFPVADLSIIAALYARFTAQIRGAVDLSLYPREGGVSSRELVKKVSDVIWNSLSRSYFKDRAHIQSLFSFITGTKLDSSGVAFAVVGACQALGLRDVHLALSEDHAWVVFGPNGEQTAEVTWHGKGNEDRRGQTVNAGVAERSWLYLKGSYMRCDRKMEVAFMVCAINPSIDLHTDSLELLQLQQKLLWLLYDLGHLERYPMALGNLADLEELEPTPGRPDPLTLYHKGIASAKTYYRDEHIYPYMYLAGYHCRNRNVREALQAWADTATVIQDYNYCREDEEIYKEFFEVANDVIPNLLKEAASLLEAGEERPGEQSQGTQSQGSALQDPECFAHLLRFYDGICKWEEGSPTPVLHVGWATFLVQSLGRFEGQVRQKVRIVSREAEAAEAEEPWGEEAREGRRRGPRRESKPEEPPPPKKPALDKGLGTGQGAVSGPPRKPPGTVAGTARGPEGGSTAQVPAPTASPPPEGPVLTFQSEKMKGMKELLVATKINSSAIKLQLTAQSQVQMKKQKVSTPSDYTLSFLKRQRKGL
TSHR antagonist: antagonists of human thyroid stimulating hormone receptor. P16473. TSHR-expressing cells, TSH-stimulated cAMP HTRF, 2 h; active compounds read low. activity change, negative = inhibition, % at 11.5 µM. 330,000 tested, 0.2% active;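 active = activity change below a set negative limit, meaning inhibition stronger than a set level, cut at about -70% in these data; inconclusive = activity change between two set negative limits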; also: % is scaled to controls: 0 for no effect and ±100 for the full control effect
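Inhibition of cAMP made by TSHR-expressing cells under TSH stimulation (4nM final, EC80; 2 h, 37 deg C) is quantified with a one-step lysis HTRF kit, anti-cAMP cryptate versus cAMP-d2.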
ASM inhibitor: inhibitors of human secretory acid sphingomyelinase; placental ASM, HMU-PC fluorogenic substrate, 60 min; Potency, µM (highest dose often 57.5 µM), without a hit: at the top dose activity change, negative = inhibition, actives largely listed as inhibitors; 340,000 tested, 0.006% active; AID 504937; also: potency is read from the fitted curve at half-maximal effect
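Fluorogenic HMU-PC substrate (9 uM final) is turned over by placental ASM in 60 min at 37 C after a 10 min compound preincubation. Reaction ended by alkaline stop (pH 10), with fluorescence read at 386/447 nm.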
a7 integrin act: integrin-mediated muscular dystrophy alleviation activation; alpha7betagal myoblasts, beta-gal FDG fluorescence, 48 h; Potency, µM (top dose mostly 38.3 µM), inactives show top-dose activation, actives largely listed as activators; 350,000 tested, 0.064% active;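 also: potency is read from the fitted curve at half-maximal effect; 100% = response of the positive control SU9516; nearly all actives have a fitted effect of over 60% in size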
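Alpha7betagal+/- myoblasts (passage 13) were plated 16-24 hr, then exposed to compounds (1:260 dilution of DMSO stock) for 48 hours at 37C. After MPER lysis, β-galactosidase reporter activity was read as FDG fluorescence (ex 480/em 540) after 30 minutes.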
Mito fusion act: mitochondrial division inhibition or fusion activation; AID 485298; S. cerevisiae fusion-defective mutant growth rescue, CellTiterGlo 48 h; Potency, µM (doses to about 46.1 µM), for the others: at the highest dose growth rescue (activation), actives largely listed as activators; 320,000 tested, 0.23% active;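 also: potency is read from the fitted curve at half-maximal effect; % of control where 0% means no effect; nearly all actives have a fitted effect of over 45% in size; temperature-sensitive fusion mutants such as fzo1-1 at 37 °C on non-fermentable ethanol glycerol medium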
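Compounds are tested for their ability to restore growth of mitochondrial fusion-defective yeast strains at non-permissive 37C in YPEG medium over 48 hours. Viability is quantified by luciferase luminescence.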
TCR act: T cell receptor activation; 330,000 tested, under 10 active; primary human leukocytes, anti-CD3, IL-2 HTRF, 48 h; AID 504894; Potency, µM (highest dose often 9.22 µM), without a hit: at the highest dose activation of IL-2 secretion, actives largely listed as activators; also: % of control where 0% means no effect
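1) Mix primary human leukocytes, a-CD3 beads and compound. 2) Incubate 48 hr. 3) Add HTRF IL-2 reagents (a-IL-2-K, a-IL-2-d2).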
A-T KAP1 phos: potential ataxia-telangiectasia treatment; […] A-T fibroblasts, KAP-1 phosphorylation AlphaLISA; neocarzinostatin DNA damage 30 min before lysis; Potency, µM (top dose mostly 57.5 µM), for the others: at the top dose activation, hits mostly activators; 320,000 tested, 0.19% active; also: potency is read from the fitted curve at half-maximal effect; % of control where 0% means no effect; nearly all actives have a fitted effect of over 45% in size
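hTERT-immortalized A-T patient fibroblasts ([…]), 500 cells/well in OPTI-MEM, 1% FBS, got compounds for 60 min, then NCS for 30 min at 37C. Lysates were then assayed for phospho-KAP-1 by AlphaLISA (anti-pKAP1 donor, anti-KAP1 acceptor beads), 6 hr at 25C.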
An asterisk follows results filed as active; ? = inconclusive; . = no result given; & = joins results of further samples; [ ] = another dose, or the depositor's remark. Unless noted, calls follow the shape of the dose curve; as a rule, active = well fitted curve in the direction sought with a large enough effect; inconclusive = small, poorly fitted or top-dose-only effect, or another doubt; inactive = no such curve, though single readings can be large; an effect the other way counts as inactive or inconclusive. These rows are one share of the data; the hit share may differ from the screen's.

SMILES	MBNL1 CUG block	PTAP TSG101 blk	CXXC DNA block	Menin-MLL TR inh	TSHR antagonist	ASM inhibitor	a7 integrin act	Mito fusion act	TCR act	A-T KAP1 phos
O=C(Nc1nc2ccc(Cl)cc2s1)[C@@H]1CCCN1C(=O)c1cccs1	?	-7%	11%	20%	16	-6%	15%	15%	-7%[46.1 µM]	-7%
CC(NC(=O)COC(=O)/C=C/c1ccco1)c1ccccc1 (stereo not drawn)	16%	0%	-7%	-22%	4	-1%	20%	-2%	8%	0%
c1ccc(-c2ccnc3nc(-n4cccc4)nn23)cc1	25%	-7%	-12%	18%	12	-3%	-12%	2%	2%	.
S=C1SCN(Cc2ccco2)CN1Cc1ccco1	-2%	-1%	7%	.	-6	4%	-35%	5%	-5%	-4%
Cc1c(NC(=O)COC(=O)c2ccc(Cl)nc2)c(=O)n(-c2ccccc2)n1C	.	-4%	.	.	5	0%	9%	.	-3%	14%
Cn1c2ccccc2c2nnc(SCC(=O)NC3CCCC3)nc21	53%[activator]	-1%	1%	-18%	-8	-2%	-23%	1%	9%	-3%
Cc1ccc(N=C(NOCc2ccc(Cl)cc2Cl)c2nonc2N)c(C)c1	6%	0%	-16%	0%	-21	-3%	-34%	27%	0%	.
COc1ccc(C2NC(=O)CCC2[N+](=O)[O-])cc1OC (stereo not drawn)	0%	-2%	-2%	-25%	24	3%	-14%	-2%	4%	4%
COc1ccc(C(=O)NC(=S)Nc2nc(C)c(C(=O)N(C)C)s2)cc1	-1%	-5%	5%	1%	4	-2%	18%	2%	3%	-4%
CC(OC(=O)c1cnccn1)C(=O)c1ccccc1 (stereo not drawn)	.	0%	.	.	9	-2%	-12%	-7%	2%	0%
Cc1cc(N2C(=O)C(O)=C(C(=O)c3cccs3)C2c2ccc(F)cc2)no1 (stereo not drawn)	.	1%	-15%	.	-10	7%	-4%	-2%	3%	-7%
CC(=O)N1CC=CC1(CC(C)C)C(=O)NCc1cc(F)cc(C(F)(F)F)c1 (stereo not drawn)	15%	1%	3%	-11%&-4%	5	-1%	-12%	-7%	12%	22%
O=C(CC1CC2CCC1C2)Nc1nc(-c2ccccn2)cs1 (stereo not drawn)	7%	2%	6%	-9%	-8	-3%	-50%[inhibitor]	-9%	1%	1%
COc1ccc(OC)c(NC(=O)C(=O)NNC(=O)COc2ccc(Br)cc2C)c1	7%	-3%	-4%	?	27	4%	10%	11%	9%	1%
COc1ccc(Cl)cc1C(Nc1cccnc1)c1ccc2cccnc2c1O (stereo not drawn)	21%	0%	45%[activator]	-15%	-7	-6%	-50%[inhibitor]	0%	-1%	-15%
CCCCn1c(CCC)nc([N+](=O)[O-])c1Sc1ccc(Cl)cn1	?	-3%	3%	-12%	-4	-2%	-63%	16%	-1%[46.1 µM]	10%
COc1ccc(CCN2CC(C#N)=C3c4cc(OC)c(OC)cc4CCN3C2)cc1OC	8%	0%	1%	-2%[11.7 µM]	-2	3%	-7%	1%	-1%	10%
CN(CC(=O)NCc1ccc(F)cc1)CC(=O)Nc1ccc(Cl)c(C(F)(F)F)c1	-5%	-6%	8%	.	-8	-12%	-18%	-3%	-3%	9%
O=C(COc1coc(CN2CCc3ccccc3C2)cc1=O)N1CCOCC1	.	0%	.	.	2	6%	20%	-13%	0%	1%
NC(=O)CSCc1cccc(Br)c1	?	-3%	-2%	-20%	-10	-2%	13%	-5%	-1%[46.1 µM]	11%
CC(NS(=O)(=O)c1ccc(F)cc1)C(=O)NCc1ccncc1 (stereo not drawn)	-7%	-2%	-5%	-1%	3	6%	2%	-4%	6%	1%
COCc1cnc(C)nc1N	-2%	-4%	9%	0%	6	2%	2%	-2%	3%	20%
O=C(CSc1nnc(SCc2ccccc2)s1)N/N=C/c1ccc(C(=O)O)cc1	2%	-2%	-12%	.	-7	0%	-13%	-5%	1%	20%
CCCN(C(=O)CCSc1ccc(F)cc1)c1c(N)n(Cc2ccccc2)c(=O)[nH]c1=O	0%	-2%	6%	.	1	4%	-2%	-2%	-2%	1%
O=C(NCCCN1CCOCC1)c1ccc(-n2nc(C(F)(F)F)cc2-c2cccs2)cc1	6%	-10%	1%	.	-4	-2%	-34%	-3%	1%	-8%
C/C(=N\NC(=O)Cn1nc(C)c([N+](=O)[O-])c1C)c1ccco1	2%	0%	-2%	.	2	7%	4%	-1%	-2%	-3%
CC(=O)C1C(=O)C=C(c2cccs2)CC1c1ccccc1 (stereo not drawn)	?	-9%	-4%	-6%	2	-5%	-12%	20%	-3%	-3%
CCOc1ccc(CNC(=O)CCCn2nc(CC)n3c(cc4occc43)c2=O)cc1	0%	-7%	1%	-15%	-110*	-10%	-35%	33%	1%	3%
COC(=O)c1cc(NC(=O)c2cc3ccccc3o2)cc(C(=O)OC)c1	3%	-2%	-5%	50%[activator]	-9	-3%	-35%	-10%	0%	18%
CCS(=O)c1ccccc1C(=O)OCC(=O)N1CCC(c2ccccc2)=N1 (stereo not drawn)	.	1%	.	.	.	-1%	17%	.	8%	15%
CC(=O)Nc1ccc(S(=O)(=O)Nc2cccc(NC(=O)c3ccco3)c2)cc1	-1%	-4%	3%	28%	-7	-2%	0%	1%	-3%	-1%
CCOCC(=O)Nc1ccc(C)c(Cl)c1	9%	-11%	0%	-3%	1	2%	-21%	-2%	-3%	1%
Cc1cc(C)n2nc(C(=O)OCC(=O)NNC(=O)c3ccc(Cl)cc3)nc2n1	.	-3%	.	.	0	5%	-5%	-6%	-5%	-2%
CCCCNC(=O)Nc1nc2ccc(CC)cc2s1	-2%	0%	6%	16%	-7	5%	-7%	?	-2%	-16%
CC(=O)Nc1ccc(S(=O)(=O)NC(C)C(=O)NCC(c2ccco2)N(C)C)cc1 (stereo not drawn)	.	0%	.	.	2	28%	-11%	-6%	4%	0%
N#Cc1ccc(NC(=S)NC(=O)C2CCCCC2)cc1	.	0%	.	.	-8	-8%	26%	.	-10%[46.1 µM]	1%
Cc1nc2ccc(NS(=O)(=O)c3ccc4c(c3)OCCO4)cc2s1	1%	-1%	5%	12%	-34	-1%	-51%[inhibitor]	-5%	-5%	4%
CC(C)S(=O)(=O)C1=NSC2=NC(=O)/C(=C\c3ccc(-c4cccc(C(=O)O)c4)o3)C(=N)N21	?	25%	?	?	6	1%	?	7%	10%	-24%
CCN(Cc1ccccc1)S(=O)(=O)c1ccc(OC)c2ncccc12	-5%	-7%	-3%	.	13	-1%	-1%	-2%	2%	-4%
C/C(=C\C(=O)c1ccccc1)NCc1ccc(F)cc1	-1%	-1%	-6%	-19%	6	-4%	0%	-6%	9%	1%
NS(=O)(=O)c1ccc(NC(=S)NCc2ccccc2Cl)cc1	?	-3%	6%	-3%	-3	-4%	7%	-12%	-2%[46.1 µM]	4%
Cc1ccccc1OCc1nnc(SCC(=O)NC2CCCCC2)o1	-6%	-2%	14%	-1%	-6	3%	-32%	4%	-1%	2%
S=C(NC1CCCCC1)N(CCc1nc2ccccc2[nH]1)C1CCCC1	-10%	-6%	1%	4%	-3	0%	-28%	12%	8%[46.1 µM]	8%
COc1ccc(Nc2ccc([N+](=O)[O-])cn2)cc1	?	-2%	22%	1%	-12	-8%	11%	4%	-9%	-8%
CC1(C)Cc2c(cnn2-c2ccccc2)C(NC(=O)CCc2ccc(=O)[nH]n2)C1 (stereo not drawn)	-8%	.	10%	5%	1	0%	-1%	-4%	3%	.
CCc1ccccc1NC(=S)N1CCN(c2ccccn2)CC1	.	-4%	9%	-1%	3	3%	-12%	-5%	3%[46.1 µM]	-1%
COCCCN1C(=O)C(=O)/C(=C(/O)c2ccc(S(=O)(=O)N3CCCCC3)cc2)C1c1ccc(O)cc1 (stereo not drawn)	7%	-5%	4%	?	-40	-10%	2%	-7%	-8%	1%
COCCNC(=O)c1ccccc1NC(=O)c1cccc([N+](=O)[O-])c1C	-2%	-2%	25%	?	6	-1%	-11%	-4%	0%	2%
